M17LAP inhibition = P. falciparum M17LAP inhibitors, primary screen, biochemical, fluorogenic H-Leu-NHMec substrate, 1536-well (AID 1619) | recombinant M17LAP, H-Leu-NHMec fluorogenic kinetic assay; higher % means a stronger effect | one-dose inhibition, % at 30 µM; IC50 in µM for titrated hits | 220,000 compounds, 0.38% hits;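 active means compound inhibiting the enzyme by more than half at any dose during confirmatory dose-response retesting; inconclusive means strong single-dose inhibitors picked by rank but not retested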;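 further: plate controls were full reaction with DMSO carrier for no effect and no enzyme background for full effect; strong numbers were not always called active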
AID2073 = inhibitors of Mint1-CaV2.2 protein interaction, biochemical, HTRF (AID 2073); HTRF protein-protein interaction, Mint1-CaV2.2; higher % means a stronger effect; 290,000 compounds, 0.19% hits; one-dose inhibition, % at 20 µM; IC50 in µM for titrated hits; in the data active means inhibition mostly above about 51%, no sharp cut-off; inconclusive means no clear call, values can overlap the other calls; inactive means mostly below about 53%; further: some results filed as inactive read as strong as hits
LYP inhibition = PTPN22 lymphoid phosphatase activity blockers – biochemical, fluorescence intensity, uHTS (AID 1779); recombinant LYP phosphatase, fluorescence intensity; higher % means a stronger effect; inhibition, % at 11.5 µM, or IC50 in µM where a hit was titrated; 290,000 compounds, 0.054% hits;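 further: plate controls were vehicle with enzyme for no effect and no enzyme for full effect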
SIAH1 antagonists = blockers of Siah-1 interaction with plectin peptide – biochemical, fluorescence polarization, rhodamine-plectin, uHTS, primary screen (AID 1817); Siah-1 / rhodamine-plectin peptide fluorescence polarization; higher % means a stronger effect; displacement, % at 20 µM; hits with a dose series show IC50 in µM; 290,000 compounds, 0.02% hits;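 active means displacement of at least 50% at 20 µM, with a fluorescence ratio check between 0.3 and a set limit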;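 further: plate controls were Siah plus tracer with DMSO for no effect and tracer alone without Siah for full effect; strong numbers were not always called active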
human PMI inhibitors = MPI inhibition at elevated mannose 6-phosphate – biochemical, fluorescence intensity, high mannose 6-phosphate, primary screen (AID 1220). recombinant PMI enzyme, coupled fluorescence intensity; higher % means a stronger effect. inhibition, % at 20 µM; hits with a dose series show IC50 in µM. 190,000 compounds, 0.66% hits
M1AAP inhibition = P. falciparum M1AAP inhibitors, biochemical, fluorogenic H-Leu-NHMec substrate, 1536-well (AID 1445); recombinant M1AAP, H-Leu-NHMec fluorogenic kinetic assay; higher % means a stronger effect; 220,000 compounds, 0.42% hits; one-dose inhibition, % at 30 µM; IC50 in µM for titrated hits;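 active means primary inhibition above the hit cutoff, then over 50% inhibition at one or more dose response concentrations, cut at about 23% in these data, passing the limit was not always enough; inconclusive means conflicting primary data, or primary hits not chosen for dose response; inactive means low primary inhibition, or under 50% at every dose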;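 further: plate controls were DMSO full reaction for no effect and no enzyme background for full effect; strong numbers were not always called active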
XIAP antagonists = small molecules displacing peptide from XIAP – biochemical, IAP family, fluorescence polarization (AID 1018) | XIAP BIR domain, fluorescence polarization peptide displacement; higher % means a stronger effect | one-dose displacement, % at 20 µM; IC50 in µM for titrated hits | 200,000 compounds, 0.007% hits; in the data active means displacement above about 50%; further: a part of the inactive calls stands beside numbers as strong as those of hits
human PMI inhibition = inhibitors of human PMI, primary screen, biochemical, fluorescence intensity, coupled assay (AID 1209); purified PMI enzyme, coupled fluorescence intensity; higher % means a stronger effect; inhibition, % at 20 µM; hits with a dose series show IC50 in µM; 190,000 compounds, 0.42% hits;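 further: plate controls were DMSO vehicle for no effect and wells lacking substrate for full effect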
Dynein cargo inh = dynein cargo transport inhibition; 3617.4 mouse cells, GR-EGFP nuclear translocation imaging; test concentration mostly 20 µM; stimulated with dexamethasone, 1 µM; hits give low values; z-score, hits read low; 220,000 compounds, 0.47% hits;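 active means plate z-score of nuclear minus cytoplasmic receptor signal below a set negative limit, without overly bright fluorescence or cell loss, cut at about -3.5 in these data, passing the limit was not always enough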;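 further: z-score of nuclear minus cytoplasmic ring GR-EGFP intensity difference per well; some compounds called inactive have numbers as strong as hits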
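Buffer or medium: tet-free, stripped-serum medium; Also added: dexamethasone, 1.0 µM final; Technique: high-content fluorescence imaging after fixation; Times: 48 h induction, 1 h compound, 30 min dex at 37 °C; Read-out: per-cell GR-EGFP intensity, nucleus versus surrounding cytoplasmic ring, well-averaged.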
Dynein cargo inh cytoplasmic EGFP = further read-out of Dynein cargo inh, marked with its call; z-score; measured here: cytoplasmic GR-EGFP intensity; hits give high values
Dynein cargo inh nuclear GR-EGFP = recorded beside Dynein cargo inh, whose call it bears; z-score; measured here: nuclear GR-EGFP intensity;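 lower value marks the stronger effect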
Dynein cargo inh cell count = also measured in Dynein cargo inh; calls as there; z-score; measured here: cell count per field
Active calls of the source: *; ? = inconclusive; · = not tested or not shown. Unless noted, no stated cut-off is given here; in the data, active means inhibition above about 50%; inactive means the rest.

Start of the listing, in advance:
Every second line gives: Dynein cargo inh cytoplasmic EGFP	Dynein cargo inh	M17LAP inhibition	human PMI inhibitors	XIAP antagonists	M1AAP inhibition	AID2073	human PMI inhibition	SIAH1 antagonists	LYP inhibition	Dynein cargo inh cell count	Dynein cargo inh nuclear GR-EGFP
CN(C)/C=C(/C(=O)c1ccc(F)cc1)S(=O)(=O)c1ccc(F)cc1
    -0.26	0.15	3%	-11%	-16%	7%	6%	-19%	1%	-6%	-0.24	0.47
O=C(/C=C\Nc1ccccn1)c1ccccc1
    -0.13	-0.56	7%	-4%	4.7%	9%	3%	-15%	4%	-7%	0.61	-0.27
CCn1c(COc2ccc(C)cc2)nnc1SCC(=O)Nc1cc(OC)ccc1OC
    -0.18	-0.3	1%	3%	-2.2%	6%	-2%	3%	1%	-5%	0.025	0.00097
C/C(=N\NC(=O)c1ccc(N/N=C(\C)c2ccc(O)cc2)cc1)c1ccc(O)cc1
    -0.23	-0.22	5%	·	·	10%	30%	·	-9%	-2%	0.52	0.033
O=C(COC(=O)c1cccnc1Cl)NCC1CCCO1 (stereo unspecified)
    -0.24	-0.77	-3%	-4%	-4.0%	6%	-3%	-1%	1%	0%	0.89	0.23
CCN1CCN(C(=O)CCc2nc3ccccc3c(=O)[nH]2)CC1
    -0.2	-0.51	6%	0%	-4.7%	0%	1%	9%	2%	-1%	-0.41	-0.98
NC(=Nc1ccc(N)cc1)C(N)=Nc1ccc(N)cc1
    -0.25	-0.78	11%	·	·	1%	16%	·	0%	-11%	1.3	-0.63

The listing, repeating the preview:
Every second line gives: Dynein cargo inh cytoplasmic EGFP	Dynein cargo inh	M17LAP inhibition	human PMI inhibitors	XIAP antagonists	M1AAP inhibition	AID2073	human PMI inhibition	SIAH1 antagonists	LYP inhibition	Dynein cargo inh cell count	Dynein cargo inh nuclear GR-EGFP
CN(C)/C=C(/C(=O)c1ccc(F)cc1)S(=O)(=O)c1ccc(F)cc1
    -0.26	0.15	3%	-11%	-16%	7%	6%	-19%	1%	-6%	-0.24	0.47
O=C(/C=C\Nc1ccccn1)c1ccccc1
    -0.13	-0.56	7%	-4%	4.7%	9%	3%	-15%	4%	-7%	0.61	-0.27
CCn1c(COc2ccc(C)cc2)nnc1SCC(=O)Nc1cc(OC)ccc1OC
    -0.18	-0.3	1%	3%	-2.2%	6%	-2%	3%	1%	-5%	0.025	0.00097
C/C(=N\NC(=O)c1ccc(N/N=C(\C)c2ccc(O)cc2)cc1)c1ccc(O)cc1
    -0.23	-0.22	5%	·	·	10%	30%	·	-9%	-2%	0.52	0.033
O=C(COC(=O)c1cccnc1Cl)NCC1CCCO1 (stereo unspecified)
    -0.24	-0.77	-3%	-4%	-4.0%	6%	-3%	-1%	1%	0%	0.89	0.23
CCN1CCN(C(=O)CCc2nc3ccccc3c(=O)[nH]2)CC1
    -0.2	-0.51	6%	0%	-4.7%	0%	1%	9%	2%	-1%	-0.41	-0.98
NC(=Nc1ccc(N)cc1)C(N)=Nc1ccc(N)cc1
    -0.25	-0.78	11%	·	·	1%	16%	·	0%	-11%	1.3	-0.63
CCN(CC)C(=O)CSc1nnc(CCNC(=O)OC(C)(C)C)o1
    -0.19	2.3	2%	-10%	-2.1%	-2%	-1%	-15%	-5%	-7%	-0.54	1.3
O=S(=O)(Nc1nccs1)c1ccc(NS(=O)(=O)c2cccs2)cc1
    -0.27	0.31	-5%	-10%	-19%	5%	-6%	-10%	-1%	-6%	0.23	0.016
O=C(CSc1nnc(-c2ccccn2)n1Cc1ccccc1)NC1CCCC1
    -0.16	-0.098	4%	-1%	-4.6%	16%	4%	1%	-2%	-4%	0.55	0.075
Cc1nn(CC(=O)NCCN2CCOCC2)c(=O)c2ccccc12
    -0.35	-1	-4%	2%	-3.8%	1%	2%	-5%	7%	-7%	0.68	-1.1
COCC(C)NS(=O)(=O)c1ccc(NC(=O)c2ccccn2)cc1 (stereo unspecified)
    -0.17	0.97	4%	·	·	9%	1%	·	-7%	-4%	-1	0.97
OCC(O)CSc1nc(-c2ccccc2)nc2c1CCC2 (stereo unspecified)
    -0.22	-0.87	8%	8%	-7.8%	-1%	15%	10%	6%	-8%	0.3	-0.23
CC/C(=N\NC(=O)Nc1ccccc1)c1ccccc1
    -0.27	-0.001	15%	13%	-12%	4%	1%	19%	-4%	-1%	-0.064	0.28
O=C(Nc1cccc2ccccc12)c1cn(-c2ccccc2)nc1-c1cccs1
    -0.2	-1.4	6%	6%	-1.6%	4%	?	13%	4%	8%	1.4	-1.1
C=CCn1c(SCC(=O)NCC(=O)OCC)nnc1-c1cccc(OC)c1
    -0.18	-0.38	-4%	-3%	-4.7%	-2%	13%	0%	2%	-8%	0.22	-0.008
CCOC(=O)CC(C#N)c1c[nH]c2ccccc12 (stereo unspecified)
    -0.14	1.6	-3%	1%	-3.5%	3%	6%	4%	-2%	-8%	-1.7	1.8
O=c1cc[nH]c2cc(C(F)(F)F)ccc12
    -0.14	0.54	15%	-8%	-4.6%	5%	12%	-12%	-1%	-7%	-1.3	0.32
c1ccc2c(c1)ncn2CCCCOc1ccc2c(c1)CCC2
    0.017	-0.98	11%	-1%	-6.1%	2%	6%	5%	3%	-5%	0.41	-0.21
O=C1CN(C(=O)c2cnccn2)c2ccccc2N1
    -0.2	-0.38	-7%	13%	-3.1%	0%	-3%	0%	11%	-5%	1.2	-0.2
Cc1noc(C(=O)NCc2cccnc2)c1Cl
    -0.21	-0.46	-7%	6%	-7.2%	9%	11%	2%	2%	-6%	0.22	0.089
CCOc1ccccc1OCC(=O)NNC(=S)NC1CCCCC1
    -0.28	-0.17	-3%	0%	-6.2%	-14%	-13%	-4%	3%	-7%	0.49	-0.088
CCO[C@H]1OC(C(=O)O)=C[C@@H](c2ccc(C(F)(F)F)cc2)[C@@H]1CCCO
    -0.3	0.52	-5%	0%	-0.5%	-2%	13%	1%	12%	-5%	0.018	0.54
Cc1cc(Cl)ccc1Oc1nc(-c2ccccc2)ncc1S(C)(=O)=O
    -0.19	-0.83	-3%	4%	-4.3%	-1%	6%	7%	-1%	-9%	0.74	-0.66
N#Cc1c(N)nc2c3c(sc(=N)c2c1N)NC(=O)CC3c1ccccc1Cl (stereo unspecified)
    -0.16	-0.7	7%	3%	-11%	-2%	-10%	10%	-3%	-7%	0.43	0.48
Cc1cccc(C)c1N1CCN(S(=O)(=O)c2ccc(F)cc2)CC1
    -0.21	-0.25	4%	20%	-0.2%	2%	-6%	22%	-6%	-3%	0.73	-0.2
Cc1ccc(Cn2cc(C(=O)c3ccc(F)cc3)c(=O)c3cc4c(cc32)OCCO4)cc1
    -0.31	-0.31	-2%	13%	1.8%	4%	17%	5%	4%	1%	0.78	0.48
COCc1cc(=O)n2[nH]c(C)cc2n1
    -0.16	0.36	0%	17%	-4.7%	8%	1%	-5%	2%	-8%	-0.48	0.65
NC(=O)C1CCN(C(=O)c2ccc(Oc3ccccc3)cc2)CC1
    -0.21	2.7	-2%	9%	-3.2%	-2%	-3%	13%	3%	-6%	-0.78	1.2
Cn1c(=O)oc2cc(S(=O)(=O)N3CCC(C(=O)N4CCN(c5ccccc5)CC4)CC3)ccc21
    -0.2	0.79	1%	4%	-2.4%	17%	3%	7%	0%	-3%	0.22	0.55

The list continues.
Every second line gives: Dynein cargo inh cytoplasmic EGFP	Dynein cargo inh	M17LAP inhibition	human PMI inhibitors	XIAP antagonists	M1AAP inhibition	AID2073	human PMI inhibition	SIAH1 antagonists	LYP inhibition	Dynein cargo inh cell count	Dynein cargo inh nuclear GR-EGFP
CC1CN(C(=O)/C(C#N)=C2\N=C(NC(=O)c3ccc(F)cc3)c3ccccc32)CC(C)O1 (stereo unspecified)
    -0.14	3.2	10%	·	·	1%	-6%	·	-3%	1%	-1.8	1.5
COc1cc(S(=O)(=O)N2CCOCC2)ccc1NC(=O)COc1ccc(N(C)S(=O)(=O)c2ccc(C)cc2)cc1
    -0.13	0.061	3%	4%	-10%	2%	32%	0%	1%	0%	0.28	0.18
Nc1ncnc(Nc2ccccc2Cl)n1
    -0.22	0.21	-3%	·	·	5%	15%	·	6%	-7%	-0.61	0.18
COc1ccc(-c2nnc(SCCC(=O)O)n2-c2ccccc2)cc1OC
    -0.078	-0.92	13%	-1%	-6.9%	-1%	3%	-6%	0%	-3%	0.74	-0.4
O=C(Nc1cc(Cl)ccc1N1CCOCC1)c1cccnc1Cl
    -0.24	1.6	-7%	·	·	7%	-14%	·	0%	-1%	-1.4	0.68
Cn1c(SCCOc2ccccc2Cl)nnc1-c1cccs1
    -0.21	0.1	4%	15%	-5.7%	-1%	1%	12%	1%	-6%	0.35	0.072
Cc1cc(C)n(-c2ccc(C(C)C)cc2)c(=O)c1C#N
    -0.16	0.52	-3%	0%	-4.8%	5%	-2%	4%	7%	-6%	-0.48	0.29
COc1ccc(/C(N)=N/OC(=O)c2ccc3c(c2)OCO3)cc1
    -0.3	-0.69	-11%	5%	1.6%	3%	19%	16%	23%	4%	0.76	-0.72
CCOC(=O)c1ccc2c(c1)C1C=CCC1C(C(=O)O)N2 (stereo unspecified)
    -0.2	-0.79	26%	-72%	·	?	31%	-15%	41%	19%	0.3	-0.23

Screening data as filed in PubChem.
